PolyA inh = polyadenylation inhibitors in yeast reporter cells, primary screen, luminescence, S. cerevisiae. 300,000 tested, 0.02% active. AID 1875, 2009. S. cerevisiae SKY197-pL101 polyadenylation reporter, beta-gal luminescence; efflux-impaired pdr1/pdr3 knockout yeast; score 100 = 6 SD above DMSO. calls only at 12 µM;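 active means lowest replicate activity score at least 50, where 100 means six control SD above control mean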;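 further: yeast exposed to compound for 9 h at 30 °C; higher score means more reporter readthrough which indicates perturbed polyadenylation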
MrgX1 PAM = positive allosteric modulators of MrgX1, primary screen, HEK293 cells, Fluo-4 calcium flux; Mas-related G-protein coupled receptor member X1 (Homo sapiens), Q96LB2; FDSS; hits give high values; B-score at 10 µM; 310,000 tested, 0.63% active; AID 588675, 2011;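 active means plate-corrected calcium response at least 3 library SD above typical, normal starting fluorescence, not activating the receptor alone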;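 further: compound read alongside a low EC10 to EC30 dose of BAM8-22 agonist; peak minus trough fluorescence over baseline measured at the second addition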
TRPC4 PAM = positive allosteric modulators of TRPC4, primary screen, cell-based, mouse TRPC4beta, HEK293 mu-opioid, Fluo-4 calcium; Short transient receptor potential channel 4 (Mus musculus), Q9QUQ5; DAMGO EC20, Fluo-4 Ca2+ flux; hits give high values; B-score at 10 µM; 310,000 tested, 0.42% active;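 active means B-score of calcium response area above 5 SD of library B-scores, with initial fluorescence ratio within 5 SD of library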;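 further: B-score of integrated fluorescence ratio over time as area under calcium response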
MrgX1 agonist = agonists of human MrgX1 receptor, primary screen, HEK293 cells, Fluo-4 calcium flux. Mas-related G-protein coupled receptor member X1 (Homo sapiens), Q96LB2. Fluo-4 calcium fluorescence, agonist mode; hits give high values. B-score at 10 µM. 310,000 tested, 0.44% active. AID 588627, 2011;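 active means calcium response B-score plate-corrected fluorescence ratio at least 3 library SD, with starting fluorescence B-score inside 5 SD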
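Assay system: stable human MrgX1 HEK293 cell line. Quantity: 15,000 cells per well. Schedule: cells plated overnight, dye loaded 0.5 h 37 °C, 0.5 h room temperature. Detection: Fluo-4 NW calcium-flux fluorescence, kinetic read. Read-out basis: peak-minus-minimum fluorescence over baseline, converted to B scores. Control set: positive and negative control wells on each plate.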
TRPC4 agonist = activators of mouse TRPC4 channel, primary screen, Fluo4 calcium, HEK293 TRPC4beta/mu-opioid cells; AID 2237, 2010; Short transient receptor potential channel 4 (Mus musculus), Q9QUQ5; 310,000 tested, 0.49% active; B-score at 10 µM; Fluo4 calcium fluorescence; hits give high values;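 active means B-score above 5 SD of library B-scores, and initial fluorescence ratio not above library mean plus 5 SD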;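 further: positive B-score marks a calcium rise read as TRPC4 activation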
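Assay system: HEK293 stable line with TRPC4beta plus mu-opioid receptor. Times: dye 45 min RT, read 110 s. Measured by: kinetic Fluo4 calcium fluorescence. Measure: B score of integrated ratio. Controls: assay buffer as low control, maximal DAMGO as high control.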
AI-2 QS mod = Vibrio harveyi AI-2 quorum sensing modulators, primary screen, JMH597 strain, luminescence/OD600 ratio; Vibrio harveyi JMH597 AI-2 luminescence/OD600 ratio, 9 h; hits give low values; strain lacks LuxN and CqsS sensors; 0 = neutral-control median; activity change, % at 7.5 µM; 300,000 tested, 0.4% active; AID 2094, 2009; in the data active means activity change below about -75%, passing the limit was not always enough;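 further: luminescence divided by OD600 gain over 9 h not by final OD600 alone; inactives centre near 13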
MrgX1 antagonist = antagonists of human MrgX1 receptor, primary screen, HEK293 cells, Fluo-4 calcium flux; BAM8-22 antagonism; hits give low values; AID 588676, 2011; B-score at 10 µM; Mas-related G-protein coupled receptor member X1 (Homo sapiens), Q96LB2; 310,000 tested, 1.3% active;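 active means calcium-response B-score plate-corrected more than 3 library SD below zero, starting fluorescence within 5 deviations, no agonist response on first addition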;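 further: peak minus trough fluorescence over baseline after final BAM8-22 challenge near maximal dose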
HIF activator = HIF pathway transcriptional activators, primary screen, cell-based, U2OS HRE-luciferase, luminescence | U2OS HRE-luciferase reporter; normalized: DMSO 0%, desferrioxamine 100% | activation, % at 7.5 µM (by protocol) | 300,000 tested, 0.32% active;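 active means mean activation of at least 10% of the iron chelator positive control signal, with at least half of replicates also reaching 10%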
TRPC6 act = mouse TRPC6 channel activators, primary screen, cell-based, HEK293, membrane potential dye | 310,000 tested, 0.13% active | AID 2550, 2010 | B-score at 10 µM | Short transient receptor potential channel 6 (Mus musculus), Q61143 | HEK293-TRPC6 membrane potential dye fluorescence; hits give high values;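 active means B-score of the integrated fluorescence ratio above library mean plus 3 SD, and starting fluorescence ratio within library mean plus 5 SD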;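 further: higher score means more depolarization so channel activation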
Target sequence (Q61143 whole entry, looked up): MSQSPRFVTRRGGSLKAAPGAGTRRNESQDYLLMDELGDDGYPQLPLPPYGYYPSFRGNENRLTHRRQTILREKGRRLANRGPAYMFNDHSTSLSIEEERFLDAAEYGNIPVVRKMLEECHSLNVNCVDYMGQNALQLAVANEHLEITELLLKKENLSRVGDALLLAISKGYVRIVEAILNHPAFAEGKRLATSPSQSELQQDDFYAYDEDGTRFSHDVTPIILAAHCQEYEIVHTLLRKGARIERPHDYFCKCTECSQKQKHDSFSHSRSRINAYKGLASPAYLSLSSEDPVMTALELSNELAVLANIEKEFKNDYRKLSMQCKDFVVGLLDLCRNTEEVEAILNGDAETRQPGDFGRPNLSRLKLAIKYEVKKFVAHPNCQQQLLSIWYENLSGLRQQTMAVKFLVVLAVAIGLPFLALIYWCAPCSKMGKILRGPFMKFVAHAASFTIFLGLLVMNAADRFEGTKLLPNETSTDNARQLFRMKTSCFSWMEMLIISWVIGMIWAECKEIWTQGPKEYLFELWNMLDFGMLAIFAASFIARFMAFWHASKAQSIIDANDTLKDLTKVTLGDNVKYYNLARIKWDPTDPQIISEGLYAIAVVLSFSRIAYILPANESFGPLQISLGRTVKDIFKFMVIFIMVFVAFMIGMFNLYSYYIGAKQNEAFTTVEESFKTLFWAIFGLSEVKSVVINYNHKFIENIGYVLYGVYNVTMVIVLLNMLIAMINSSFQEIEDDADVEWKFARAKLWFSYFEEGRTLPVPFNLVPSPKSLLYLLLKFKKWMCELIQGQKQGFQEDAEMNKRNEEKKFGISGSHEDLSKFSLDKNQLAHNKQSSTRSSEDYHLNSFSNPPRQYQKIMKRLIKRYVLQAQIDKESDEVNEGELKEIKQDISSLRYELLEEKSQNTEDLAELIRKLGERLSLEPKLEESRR
TRPC4 inh = inhibitors of mouse TRPC4 channel, primary screen, Fluo4 calcium, HEK293 TRPC4beta/mu-opioid cells; AID 2247, 2010; Short transient receptor potential channel 4 (Mus musculus), Q9QUQ5; B-score at 10 µM; 300,000 tested, 0.39% active; DAMGO-evoked Fluo4 calcium flux; hits give low values;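 active means B-score over 3 SD under the library average, no early fluorescence shift, positive overall ratio signal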
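Assay system: HEK293 cells with stable TRPC4beta plus mu-opioid receptor expression. Dosing: single dose. Measured by: Fluo4 Ca2+ flux fluorescence. Also added: DAMGO in two steps, submaximal then maximal. Read-out: B score from integrated Fluo4 fluorescence ratio.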
TRPC6 inh = mouse TRPC6 channel inhibitors, primary screen, cell-based, HEK293, membrane potential dye; Short transient receptor potential channel 6 (Mus musculus), Q61143; ACh-evoked depolarization; hits give low values; B-score at 10 µM; 310,000 tested, 1.1% active;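 active means B-score under library mean minus 3 SD, initial fluorescence not abnormally high, positive integrated signal ratio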;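 further: B-score derived from integrated fluorescence ratio over the kinetic read; more negative B-score means stronger inhibition of depolarization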
The depositor's hits bear a star; i = inactive; . = no result given. These rows are one share of the data; count on the stated rates, not on these rows.

The first two records as a preview:
nr	canonical_smiles	PolyA inh	MrgX1 PAM	TRPC4 PAM	MrgX1 agonist	TRPC4 agonist	AI-2 QS mod	MrgX1 antagonist	HIF activator	TRPC6 act	TRPC4 inh	TRPC6 inh
1	COc1cc(C(=O)NNC(=S)NC(=O)c2ccc3c(c2)OCO3)cc(OC)c1OC	i	i	i	i	i	37	i	-0.5	i	i	i
2	CCOCc1nnc(NC(=O)C2CC(=O)N(CCc3ccc(F)cc3)C2)s1 (configuration not stated)	i	i	i	i	i	20	i	-0.3	i	i	i

Results, repeating the preview:
nr	canonical_smiles	PolyA inh	MrgX1 PAM	TRPC4 PAM	MrgX1 agonist	TRPC4 agonist	AI-2 QS mod	MrgX1 antagonist	HIF activator	TRPC6 act	TRPC4 inh	TRPC6 inh
1	COc1cc(C(=O)NNC(=S)NC(=O)c2ccc3c(c2)OCO3)cc(OC)c1OC	i	i	i	i	i	37	i	-0.5	i	i	i
2	CCOCc1nnc(NC(=O)C2CC(=O)N(CCc3ccc(F)cc3)C2)s1 (configuration not stated)	i	i	i	i	i	20	i	-0.3	i	i	i
3	O=C(Cc1c(F)cccc1Cl)Nc1ccc(-n2cnnn2)cc1	.	i	i	i	i	-13	i	.	i	i	i
4	Cc1cccc(C)c1OCc1cc(C(=O)N(C)Cc2nc3ccccc3[nH]2)no1	i	i	i	i	i	12	i	0.0	i	i	i
5	C/C(=N\NC(=O)CSc1nnc(C)s1)c1ccc(O)cc1	i	i	i	i	i	11	i	0.1	i	i	i
6	O=c1[nH]c(SCc2cccc(Cl)c2)nc2[nH]ncc12	i	i	i	i	i	0	i	0.0	i	i	i
7	Cc1cc(Br)ccc1OCCCCNC(C)(C)C	i	i	i	i	i	7	i	-1.5	i	i	i
8	CC(=O)C1=C(O)C(=O)N(c2nnn(C)n2)C1c1cccs1 (configuration not stated)	i	i	i	i	i	15	i	-0.5	i	i	i
9	COCCN(C(=O)Cc1cccs1)C(C(=O)NC1CCCC1)c1cc(OC)c(OC)c(OC)c1 (configuration not stated)	i	i	i	i	i	16	i	0.0	i	i	i
10	O=C(C1CCC(=O)N(C2CC2)C1)N(CCO)Cc1ccccc1 (configuration not stated)	i	i	i	i	i	.	i	0.3	i	i	i
11	COc1ccc(CNC(=O)CN(C(=O)c2ccc(CN3CCOCC3)o2)C2CCCC2)cc1	i	i	i	i	i	-3	i	0.2	i	i	i
12	O=C(NC1CCCCC1)c1ccc(S(=O)(=O)N2CCCC2)cc1	i	i	i	i	i	9	i	-0.3	i	i	i
13	Cn1c(=O)c2c(-c3ccccc3)n(-c3ccccc3O)cc2n(C)c1=O	i	i	i	i	i	7	i	-1.8	i	i	i
14	COc1ccc(OC)c(S(=O)(=O)N2Cc3ccccc3CC2C(=O)Nc2nccs2)c1 (configuration not stated)	.	i	i	i	i	19	i	.	i	i	i
15	Cn1ncc(C#N)c1NC(=O)C1CC(c2ccccc2Cl)=NO1 (configuration not stated)	i	i	i	i	i	2	i	0.1	i	i	i
16	CCOc1ccccc1NC(=O)CC1Nc2ccccc2NC1=O (configuration not stated)	i	i	i	i	i	14	i	0.0	i	i	i
17	O=C(O)CCC(=O)c1c[nH]c2ccccc12	i	i	i	i	i	21	i	0.2	i	i	i
18	O=C(O)CCC/C=C\C[C@@H]1[C@@H](/C=C/[C@@H](O)COc2cccc(Cl)c2)[C@H](O)C[C@@H]1O	i	i	i	i	i	15	i	0.8	i	i	i
19	CC(=O)Nc1ccc(NC(=O)CN(c2cccc(C)c2)S(C)(=O)=O)cc1	i	i	i	i	i	22	i	-1.6	i	i	i
20	COc1ccc(CC2(C)OC(c3ccc(C)cc3)=NN2C(C)=O)cc1 (configuration not stated)	i	i	i	i	i	9	i	.	i	i	i
21	CC(C)Oc1cc(NC(=O)CS(=O)CC(=O)Nc2cccc(C(F)(F)F)c2)c(Cl)cc1Cl (configuration not stated)	i	i	i	i	i	36	i	-0.8	i	i	i
22	Cc1noc(C)c1COC(=O)c1ccc(S(=O)(=O)N2CCCCC2)cc1	i	i	i	i	i	14	i	-0.4	i	i	i
23	CCCc1nnc(NC(=O)c2cccc(OC)c2)s1	i	i	i	i	i	16	i	1.9	i	i	i
24	CCOC(CNC(=O)c1cc(C)nn1-c1ccccc1)OCC	i	i	i	i	i	9	i	0.0	i	i	i
25	COC(=O)Cn1cnc2c(cnn2-c2ccc(OC)cc2)c1=O	i	i	i	i	i	11	i	1.7	i	i	i
26	Cc1ccc(S(=O)(=O)Nc2cc(C(F)(F)F)ccc2N2CCOCC2)cc1C	i	i	i	i	i	6	i	-0.4	i	i	i
27	c1cc(-c2noc(CC3CCCCC3)n2)ccn1	i	i	i	i	i	.	i	1.2	i	i	i
28	CN(C)C(=O)c1cc(Cl)ccc1Sc1cc(Cl)ccc1Cl	i	i	i	i	i	14	i	-0.3	i	i	i
29	CC(=O)Nc1nc(C)c(Oc2cccc(C(F)(F)F)c2)c(=O)[nH]1	i	i	i	i	i	2	i	0.1	i	i	i
30	O=C(COc1ccc(Cl)cc1Cl)N1CCCCCC1	i	i	i	i	i	9	i	0.6	i	i	i
31	Fc1ccc(NCc2n[nH]c(=S)n2Cc2ccccc2)cc1	i	i	i	i	i	-5	i	-0.2	i	i	i
32	CCOC(=O)n1cc(-c2cnc(CNC(=O)C(C)(c3ccccc3)c3ccccc3)o2)c2ccccc21	i	i	i	i	i	6	i	0.0	i	i	i
33	N#Cc1cc(-c2ccccc2)oc1NC(=O)c1ccccc1	i	i	i	i	i	26	i	0.3	i	i	i
34	O=C(CN1CCN(C2CCCCC2)CC1)Nc1ccccc1N1CCCCC1	i	i	i	i	i	-16	i	-0.1	i	i	i
35	CCOc1ccccc1N(CC(=O)OC)S(=O)(=O)c1ccccc1	i	i	i	i	i	7	i	-0.4	i	i	i
36	CN1CCc2c(sc(NC(=O)CS(=O)(=O)c3ccc(F)cc3)c2C(N)=O)C1	i	i	i	i	i	10	i	-0.9	i	i	i
37	FC(F)(F)c1ccccc1CNCc1ccc2c(c1)OCO2	i	i	i	i	i	6	i	-1.2	i	i	i
38	Cc1nn(-c2ccccc2)c(N)c1Sc1ccccc1[N+](=O)[O-]	i	i	i	i	i	10	i	-0.1	i	i	i
39	FC(F)(F)c1cc(-c2ccco2)nc(-n2nnc3ccccc32)n1	i	i	i	i	i	36	i	0.3	i	i	i
40	CCCn1c2ccccc2c2cnn(CC(=O)NCCCN3CCN(c4ccccc4)CC3)c(=O)c21	i	i	i	i	i	.	i	-0.1	i	i	-5.3*
41	CCOC(=O)c1c(NC(=O)C2CCCO2)sc(C(=O)OC(C)(C)C)c1C (configuration not stated)	i	i	i	i	i	8	i	-52	i	i	i
42	O=C1CCC/C1=C\Nc1ccc(Cl)c([N+](=O)[O-])c1	i	i	i	i	i	34	i	0.4	i	i	i
43	COc1ccc(NC(=O)CN(c2ccccc2C)S(C)(=O)=O)c(OC)c1	i	i	i	i	i	18	i	-0.6	i	i	i
44	CCNc1nc(CSc2ccccc2)nc2sc(C)c(C)c12	i	i	i	i	i	-12	i	0.3	i	i	i
45	Cc1cc(Cl)ccc1NC(=S)NCc1cccs1	i	i	i	i	i	-5	i	0.7	i	i	i
46	O=C(Nc1ccncc1)c1cc(F)cc(F)c1	.	i	i	i	i	20	i	0.2	i	i	i
47	COc1ccc(/C=N/NC(=O)c2nn(C)cc2Br)cc1CSCc1ccco1	i	i	i	i	i	-6	i	0.4	i	i	i
48	COc1cc(/C=N/NC(=O)c2sc(N)c(C#N)c2C)cc(Br)c1O	i	i	i	i	i	22	i	1.3	i	i	i
49	CCC(=O)N1CCc2cc(S(=O)(=O)CCC(=O)NC(C)CC)ccc21 (configuration not stated)	i	i	i	i	i	3	i	0.1	i	i	i
50	CCCCCOC(=O)Cc1c(O)c2ccccc2[nH]c1=O	i	i	i	i	i	19	-7.9*	0.0	i	i	i

Additional entries.
nr	canonical_smiles	PolyA inh	MrgX1 PAM	TRPC4 PAM	MrgX1 agonist	TRPC4 agonist	AI-2 QS mod	MrgX1 antagonist	HIF activator	TRPC6 act	TRPC4 inh	TRPC6 inh
51	Cc1ccc(Oc2c(CO)c(-c3ccccc3)nn2C)cc1	i	i	i	i	i	-65	i	0.4	i	i	i
52	O=C(/C=C/c1ccccc1[N+](=O)[O-])OC1CCCCC1=O (configuration not stated)	i	i	i	i	i	3	i	.	i	i	i
53	O=C(CC1CCCC1)N1CCCC(Nc2ccc(F)cc2)C1 (configuration not stated)	i	i	i	i	i	5	i	-0.1	i	i	i
54	CCN(C(=S)Nc1cccc(C)c1)c1ccccc1	i	i	i	i	i	-6	i	0.4	i	i	i
55	C[C@H]1CN=C(Nc2ccccc2)N1CCC1CCCCC1	i	i	i	i	i	3	i	-0.4	i	i	i
56	COc1ccc(-c2noc(CCCC(=O)N3CCOCC3)n2)cc1	i	i	i	i	i	1	i	-0.2	i	i	i
57	CC1(O)N(Cc2ccccc2)C(=O)OC12CCCCC2 (configuration not stated)	i	i	i	i	i	11	i	-0.3	i	i	i
58	O=C1CCCN1c1ccc(S(=O)(=O)N2CCN(c3ccccc3)CC2)cc1	i	i	i	i	i	11	i	0.2	i	i	i
59	CCC1CCCCN1C(=O)CSc1nc(N)c(NC(=O)c2ccc(OC)c(OC)c2)c(=O)[nH]1 (configuration not stated)	i	i	i	i	i	13	i	-0.4	i	i	i

Source: PubChem (several laboratories)
